CIT2 TOR yeast – modulators of TOR pathway CIT2-GFP in S. cerevisiae | S. cerevisiae CIT2-GFP strain, flow cytometry, 3 h; 100 means same as DMSO wells | GFP response vs DMSO, % at 10 µM | 0.065% of 320,000 active | AID 2029;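 active = GFP response relative to DMSO above a set limit, near the screen mean plus 3 SD, cut at about 150% in these data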;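 note: ratio of well median GFP fluorescence to mean of DMSO wells on the plate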
LAP4-GFP MLPCN – modulators of TOR pathway LAP4-GFP in S. cerevisiae; S. cerevisiae LAP4-GFP multiplex, flow cytometry GFP, 3 h; median GFP as percent of DMSO wells; AID 2023; 0.34% of 320,000 active; GFP response vs DMSO, % at 10 µM;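 active = GFP response vs DMSO above a set limit, about the screen mean plus 3 SD, cut at about 150% in these data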
AGP1-GFP MLPCN – modulators of TOR pathway AGP1-GFP in S. cerevisiae. S. cerevisiae AGP1-GFP multiplex flow cytometry, 3 h; GFP as percent of DMSO wells. GFP response vs DMSO, % at 10 µM. 0.02% of 320,000 active;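 active = GFP response relative to DMSO above a set limit, near screen average plus 3 SD, cut at about 150% in these data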;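 note: median GFP channel fluorescence of the gated AGP1 strain per well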
AHR act – human AHR activation | 2.5% of 320,000 active | P35869 | activation, % at 5 µM | AHR-responsive luciferase reporter cells, luminescence; in the data active = activation above about 47%;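 note: 0% = vehicle wells and 100% = reference agonist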
Target sequence (P35869 whole entry, looked up): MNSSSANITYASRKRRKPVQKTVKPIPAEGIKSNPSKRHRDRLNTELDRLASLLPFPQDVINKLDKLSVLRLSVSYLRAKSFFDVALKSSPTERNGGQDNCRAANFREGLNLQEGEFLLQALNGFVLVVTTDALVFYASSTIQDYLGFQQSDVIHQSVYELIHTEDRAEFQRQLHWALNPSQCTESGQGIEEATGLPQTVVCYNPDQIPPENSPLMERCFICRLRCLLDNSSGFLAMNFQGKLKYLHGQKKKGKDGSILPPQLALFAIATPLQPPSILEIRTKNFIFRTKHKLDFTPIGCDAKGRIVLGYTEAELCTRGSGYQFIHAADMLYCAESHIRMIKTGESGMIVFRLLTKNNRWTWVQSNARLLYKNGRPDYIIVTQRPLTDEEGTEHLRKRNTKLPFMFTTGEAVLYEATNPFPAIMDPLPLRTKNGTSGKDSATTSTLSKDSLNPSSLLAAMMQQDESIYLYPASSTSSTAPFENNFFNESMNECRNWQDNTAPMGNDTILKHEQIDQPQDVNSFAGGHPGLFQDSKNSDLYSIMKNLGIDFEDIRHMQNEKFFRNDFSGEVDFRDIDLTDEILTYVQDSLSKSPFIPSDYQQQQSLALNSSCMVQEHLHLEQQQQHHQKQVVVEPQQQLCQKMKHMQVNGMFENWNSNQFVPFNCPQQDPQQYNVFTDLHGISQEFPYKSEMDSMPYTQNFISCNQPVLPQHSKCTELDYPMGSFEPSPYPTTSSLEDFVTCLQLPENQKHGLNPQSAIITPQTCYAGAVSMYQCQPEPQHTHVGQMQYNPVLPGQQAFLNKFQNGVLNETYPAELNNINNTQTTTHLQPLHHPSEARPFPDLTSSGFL
RPL19A TOR yeast – alters RPL19A-GFP fluorescence in TOR pathway yeast screen. 0.3% of 330,000 active. percent response vs DMSO, % at 10 µM. S. cerevisiae RPL19A-GFP strain, flow cytometry, 3 h; hits give low values;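 active = percent response vs DMSO below 50%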;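 note: median channel GFP fluorescence of the barcoded RPL19A-GFP strain; ratio of sample median GFP to plate DMSO average so 100% = DMSO; lower means less RPL19A-GFP as with rapamycin TOR inhibition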
MEP2 TOR yeast – modulators of TOR pathway MEP2-GFP in S. cerevisiae | S. cerevisiae MEP2-GFP strain, flow cytometry GFP, 3 h; 100% = DMSO control level | GFP response vs DMSO, % at 10 µM | 0.51% of 330,000 active | AID 2016;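 active = GFP response versus DMSO above a set limit, roughly screen mean plus 3 SD, cut at about 180% in these data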;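 note: median GFP fluorescence of the barcode-gated MEP2-GFP cells per well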
Efflux pump mplx – antifungal efflux pump inhibition, Nile Red retention | S. cerevisiae Candida pump triplex | inhibition, % at 10 µM | 0.44% of 330,000 active | AID 485275;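 active = plate passing quality check with inhibition over a set limit, or well fluorescence over plate mean plus 4 SD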;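 note: Nile Red retained in pooled yeast measured as flow cytometry median fluorescence; 0% = buffer negative control and 100% = Enniatin B positive control; higher means more Nile Red kept so more efflux inhibition; some compounds called inactive have numbers as strong as hits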
CR mimetic SO – caloric restriction mimetics inhibiting age-related superoxide in yeast. S. cerevisiae aged cells, superoxide DHE fluorescence; hits give low values. superoxide response (% of plate mean), % at 10 µM. 0.18% of 330,000 active. AID 2690;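 active = superoxide response under a set limit, about three screen SD below normal, cut at about 65% in these data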;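 note: yeast aged for seven days with compound at 30 °C before DHE staining; 100% = average MFI of all compound-treated wells on the plate with controls excluded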
* hit, by the source's call; · = no result given.

Under each structure: CIT2 TOR yeast	LAP4-GFP MLPCN	AGP1-GFP MLPCN	AHR act	RPL19A TOR yeast	MEP2 TOR yeast	Efflux pump mplx	CR mimetic SO
- Cc1ccc2c(c1)c1c(n2CC(O)CNC2CCCC2)CCCC1 (configuration not stated)
    109.0	104.2	105.7	3.4	102.5	101.2	-0.1	111.5
- O=C(N/N=C/c1ccccn1)c1c[nH]c2ccccc12
    ·	·	·	56.9*	97.3	100.0	0.0	86.9
- Cc1cnn2c(C3CC3)ccnc12
    97.5	97.8	103.9	0.7	104.1	101.2	0.0	112.6
- CCN1C(=O)C2(SC(NC(C)=O)=NN2C(C)=O)c2cc(C)cc(C)c21 (configuration not stated)
    110.0	100.3	103.3	1.5	105.6	109.0	0.4	88.9
- NC(=O)c1ccccc1N1CCCCC1
    89.8	88.1	97.1	0.0	92.9	86.9	0.0	113.0
- C/C(CC(=O)Nc1ccc(Cl)c(Cl)c1)=N\NC(=O)C(=O)N1CCCCC1
    89.7	93.8	95.8	-1.0	95.7	92.2	0.0	97.5
- COc1cccc(-c2noc(C3CCCN(C(=O)c4ccc(F)cc4F)C3)n2)c1 (configuration not stated)
    95.5	91.1	142.7	10.8	103.8	102.6	0.0	111.3
- Nc1nc(SCC(=O)Nc2ccc([N+](=O)[O-])cc2)[nH]c(=O)c1NC(=O)c1ccc(Br)o1
    89.7	87.4	89.5	1.3	99.8	96.2	0.4	87.0
- O=C(O)c1ccc(NCCc2ccc(Cl)cc2)c([N+](=O)[O-])c1
    96.4	84.0	88.4	2.8	93.3	97.4	0.0	124.6
- CCOC(=O)c1ccc(NC(=O)NC2CC3CCC(C2)N3Cc2nnnn2Cc2ccco2)cc1 (configuration not stated)
    102.0	105.8	103.8	3.7	101.3	106.9	0.0	97.8
- COc1cc(CNCc2ccc(OC)c(OC)c2OC)cc(OC)c1
    93.5	101.5	99.0	0.5	99.8	96.4	0.5	128.5
- O=C1C2CCCN2C(c2ccc(F)cc2)N1c1ccc(Cl)cc1 (configuration not stated)
    100.5	106.8	99.3	16.8	99.2	101.5	-0.1	100.2
- Cc1cc(C(=O)CSc2nnc(N)s2)c(C)n1C1CC1
    108.3	100.7	106.0	17.3	104.4	109.8	0.0	103.5
- O=C(CCN=C1NS(=O)(=O)c2ccccc21)OCc1cccc(Cl)c1
    89.5	104.2	105.7	3.6	93.3	94.7	-0.2	117.8
- Cc1ccc(N2C(=O)CCSC23C(=O)Nc2ccccc23)cc1 (configuration not stated)
    113.2	78.7	94.9	-0.3	103.0	103.7	0.0	92.5
- O=C(N/N=C/c1cccc(O)c1)c1ccc(NC(=O)c2cccc([N+](=O)[O-])c2)cc1
    102.8	94.6	98.5	5.4	105.0	103.3	0.1	93.3
- OCC[C@@H]1C[C@H](O)[C@@H](O)[C@@]2(CCCc3ccccc3O2)O1
    96.0	97.6	103.4	-1.2	97.0	106.1	0.0	89.7
- CCOC(=O)Cc1csc(NC(=O)COc2ccc(C)cc2)n1
    96.6	98.1	93.7	7.0	96.9	116.8	0.1	111.0
- CCCOc1ccccc1C(=O)N(Cc1cccc(Br)c1)C1CCS(=O)(=O)C1 (configuration not stated)
    104.3	100.2	105.0	0.8	98.8	101.1	0.0	118.2
- Cc1c(/C(O)=C2/C(=O)C(=O)N(CCN3CCOCC3)C2c2ccccn2)cnn1-c1ccccc1 (configuration not stated)
    99.4	96.2	98.9	4.9	97.2	104.2	-0.1	107.3

Shown tab-delimited: part of the list above.
Molecule	CIT2 TOR yeast	LAP4-GFP MLPCN	AGP1-GFP MLPCN	AHR act	RPL19A TOR yeast	MEP2 TOR yeast	Efflux pump mplx	CR mimetic SO
O=C(O)c1ccc(NCCc2ccc(Cl)cc2)c([N+](=O)[O-])c1	96.4	84.0	88.4	2.8	93.3	97.4	0.0	124.6
Cc1ccc2c(c1)c1c(n2CC(O)CNC2CCCC2)CCCC1 (configuration not stated)	109.0	104.2	105.7	3.4	102.5	101.2	-0.1	111.5

Back to the main list with the 6 entries that preceded the break.
Under each structure: CIT2 TOR yeast	LAP4-GFP MLPCN	AGP1-GFP MLPCN	AHR act	RPL19A TOR yeast	MEP2 TOR yeast	Efflux pump mplx	CR mimetic SO
- Cc1ccc(N2C(=O)CCSC23C(=O)Nc2ccccc23)cc1 (configuration not stated)
    113.2	78.7	94.9	-0.3	103.0	103.7	0.0	92.5
- O=C(N/N=C/c1cccc(O)c1)c1ccc(NC(=O)c2cccc([N+](=O)[O-])c2)cc1
    102.8	94.6	98.5	5.4	105.0	103.3	0.1	93.3
- OCC[C@@H]1C[C@H](O)[C@@H](O)[C@@]2(CCCc3ccccc3O2)O1
    96.0	97.6	103.4	-1.2	97.0	106.1	0.0	89.7
- CCOC(=O)Cc1csc(NC(=O)COc2ccc(C)cc2)n1
    96.6	98.1	93.7	7.0	96.9	116.8	0.1	111.0
- CCCOc1ccccc1C(=O)N(Cc1cccc(Br)c1)C1CCS(=O)(=O)C1 (configuration not stated)
    104.3	100.2	105.0	0.8	98.8	101.1	0.0	118.2
- Cc1c(/C(O)=C2/C(=O)C(=O)N(CCN3CCOCC3)C2c2ccccn2)cnn1-c1ccccc1 (configuration not stated)
    99.4	96.2	98.9	4.9	97.2	104.2	-0.1	107.3
- COc1ccc(CCn2c(C)cc3c(c2=O)C(c2ccc4c(c2)OCO4)C(C#N)=C(N)O3)cc1OC (configuration not stated)
    99.4	89.5	88.8	0.6	88.0	87.9	0.1	108.6
- Cc1ccc(S(=O)(=O)NCCC(=O)OCc2ccc([N+](=O)[O-])cc2)cc1C
    93.5	105.3	105.3	0.1	98.4	105.7	0.1	104.5
- Cc1nnc(SCC(=O)Nc2ccccc2C(=O)NC2CC2)s1
    107.5	112.2	109.9	2.9	110.1	109.8	-0.1	99.9
- COC(=O)c1cc(Nc2cc(C)nc3ncnn23)cc(C(=O)OC)c1
    100.8	96.8	103.1	0.9	99.1	98.7	-0.1	98.3
- Cc1cc(C)c(NC(=O)CO/N=C2\CCCc3nonc32)c(C)c1
    105.9	108.1	109.0	2.9	108.6	111.5	0.0	99.9
- CC(C)(C)NC(=O)CN(Cc1cccs1)C(=O)C1COc2ccccc2O1 (configuration not stated)
    107.6	99.2	107.2	0.0	100.3	103.7	0.0	87.7
- O=C(c1cc(-n2cnnc2)ccc1Cl)N1CCN(c2nc(-c3ccccc3)cs2)CC1
    103.3	96.3	103.0	-1.9	102.9	103.3	0.1	95.2
- CC(/C=C/C=C/c1ccccc1)=N/NC(=O)CNc1ccccc1C
    95.9	95.0	97.2	8.0	102.7	100.4	0.0	105.5
- Cc1nnc(SC(C)C(=O)Nc2sc3c(c2C#N)CCCC3)[nH]c1=O (configuration not stated)
    113.7	99.9	96.5	2.8	103.9	108.5	0.1	91.7
- CCOc1ccc(CCNC(=O)Cc2ccc(S(=O)(=O)N3CCOCC3)s2)cc1OCC
    93.0	108.7	103.6	0.7	98.4	94.4	0.0	101.1
- Nc1ncc(-c2nnnn2-c2ccc(Cl)cc2)c(-c2ccc(Cl)cc2)n1
    104.0	98.7	100.0	0.9	102.3	98.9	0.1	99.6
- CCOc1ccc(S(=O)(=O)Nc2nc3ccccc3nc2Cl)cc1
    108.2	111.1	103.5	1.2	101.8	103.5	-0.1	92.3
- CC(C)(C)n1nnnc1C(c1ccc(Cl)cc1)N1CCCc2ccccc21 (configuration not stated)
    101.9	97.8	96.9	0.7	96.9	96.0	0.1	85.7
- C/C(=C\C(=O)c1ccccc1)Nc1ccc(N2CCOCC2)cc1
    107.8	105.3	107.4	15.4	101.1	108.7	-0.1	98.6
- CCCOC(=O)CSC1=C(C#N)C(c2ccccc2OC)C(C#N)C(=O)N1 (configuration not stated)
    88.4	103.5	103.6	-0.3	97.2	115.1	0.1	125.6
- COc1ccc(CCN(C)C(=O)CCCN2C(=O)c3cccc4cccc(c34)C2=O)cc1OC
    ·	86.3	99.2	-2.1	114.6	105.2	0.1	103.1
- Cc1cc(C)c(C(=O)COC(=O)Cn2c(C)csc2=O)cc1C
    100.2	99.7	100.3	-2.2	103.5	104.9	-1.1	105.8
- COc1ccc(/C=N/Nc2ncc(-c3ccccc3)cn2)c(OC)c1
    94.5	104.1	105.7	-2.8	101.4	102.3	0.1	87.9
- COc1ccc(S(=O)(=O)N2CCOCC2)cc1NC(=O)CSc1nnc(C2CC2)n1C1CC1
    100.7	98.8	100.8	-0.1	99.5	98.5	-0.1	102.8
- Cc1ccc2ncnc(-c3ccccc3)c2c1
    96.2	103.2	97.0	3.8	98.9	93.5	-0.2	93.7
- Cc1ccc(-c2[nH]nc3c2C(c2ccc(OC(=O)N4CCOCC4)cc2)C(C#N)=C(N)O3)cc1 (configuration not stated)
    100.1	107.4	107.0	3.3	97.7	102.4	-0.4	86.4
- COc1cccc(-n2nnc3c(=O)n(CC(=O)N4CCCCC4)cnc32)c1
    107.2	104.7	107.5	0.8	102.3	106.9	0.1	96.8
- CCOC(=O)CN1C(=O)C(=O)c2cccc(C)c21
    94.2	103.7	96.4	0.2	92.8	96.8	0.5	102.4
- CCCCc1nc2cc(C(=O)NC(C)c3cnn(C)c3)ccc2o1 (configuration not stated)
    88.1	113.7	102.8	6.8	95.8	100.4	0.0	112.8
- COc1ccc2c(c1)C(=O)C(=O)N2CC1COc2ccccc2O1 (configuration not stated)
    102.3	89.2	93.1	2.0	99.9	105.4	0.1	104.0
- O=C(O)c1cc(-c2ccco2)nc2ccccc12
    101.0	94.0	103.7	4.9	98.5	105.7	-0.1	105.5
- C[C@@H](NC(=O)c1nc[nH]c1C(=O)N[C@@H](Cc1ccccc1)C(=O)OC(C)(C)C)c1ccccc1
    84.8	123.4	80.6	5.6	87.2	83.1	0.2	93.8
- Cc1sc2nc(SCC(=O)C(C)(C)C)n(Cc3ccco3)c(=O)c2c1C
    133.4	104.0	125.2	-1.8	93.7	142.2	0.3	101.7
- O=C1c2ccccc2C(Nc2ccc(F)cc2F)N1CCN1CCOCC1 (configuration not stated)
    86.4	89.2	87.2	0.8	85.1	93.1	-0.1	84.5
- CC1(C)NC(=O)N(CCOCCSc2ccccc2)C1=O
    104.2	103.1	107.7	1.4	101.8	103.2	0.2	93.5
- Cc1ccc(NC(=O)COc2cccc(Oc3ccccc3)c2)cc1S(=O)(=O)N1CCOCC1
    93.6	103.4	93.9	0.0	92.8	92.8	-0.1	99.0
- COc1ccc(N2CC(C(=O)OCC(=O)c3ccc(C)cc3)CC2=O)cc1 (configuration not stated)
    100.1	88.1	93.5	6.2	103.4	102.3	0.0	91.6

Some of the entries above, set out differently:
SMILES | CIT2 TOR yeast | LAP4-GFP MLPCN | AGP1-GFP MLPCN | AHR act | RPL19A TOR yeast | MEP2 TOR yeast | Efflux pump mplx | CR mimetic SO
COc1ccc2c(c1)C(=O)C(=O)N2CC1COc2ccccc2O1 (configuration not stated) | 102.3 | 89.2 | 93.1 | 2.0 | 99.9 | 105.4 | 0.1 | 104.0
O=C1c2ccccc2C(Nc2ccc(F)cc2F)N1CCN1CCOCC1 (configuration not stated) | 86.4 | 89.2 | 87.2 | 0.8 | 85.1 | 93.1 | -0.1 | 84.5
